MC4R antagonist: human MC4R antagonism in cAMP assay. P32245. MC4R-expressing cells, MTII-stimulated cAMP, LANCE TR-FRET. inhibition, % at 6.5 µM. 0.48% of 360,000 active. AID 540295;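 active means inhibition above its plate's cutoff, the mean of tested wells on that plate plus 3 SD, cut at about 29% in these data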;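 further: 0% = Melanotan II alone and 100% = Melanotan II plus saturating MCL0020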
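Assay system: human MC4R-expressing U2OS cells; reagent: Melanotan II stimulation of cells; dosing: 6.5 µM single dose; timing: compound 30 min, challenge 1 h, detection 1 h; signal: TR-FRET cAMP assay; replicates: one well per compound, no replicates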
ABCB6 inh MLPCN: human ABCB6 transporter inhibition; 0.19% of 360,000 active; fluorescence ratio to DMSO, % at 10 µM; K562-ABCB6 porphyrin accumulation, flow cytometry, 1 h; stronger effect = lower value;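 active means fluorescence ratio to DMSO below 75%, the collection mean minus 3 SD; inconclusive means too few cells collected in the well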;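 further: signal is porphyrin accumulated inside mitochondria; 100% equals median channel fluorescence of DMSO control wells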
PDI turbidity: blocks human protein disulfide isomerase activity; inhibition, % at 10 µM; 0.052% of 350,000 active; PDI insulin aggregation turbidity, A650, 90 min; P07237;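 active means mean inhibition across replicates of 30% or more, whatever share of single replicates reach that level; inconclusive means mean inhibition below 30% while every single replicate reaches 30%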;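 further: absorbance from insulin aggregation driven by PDI reduction with DTT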
Target sequence (P07237 whole entry, looked up): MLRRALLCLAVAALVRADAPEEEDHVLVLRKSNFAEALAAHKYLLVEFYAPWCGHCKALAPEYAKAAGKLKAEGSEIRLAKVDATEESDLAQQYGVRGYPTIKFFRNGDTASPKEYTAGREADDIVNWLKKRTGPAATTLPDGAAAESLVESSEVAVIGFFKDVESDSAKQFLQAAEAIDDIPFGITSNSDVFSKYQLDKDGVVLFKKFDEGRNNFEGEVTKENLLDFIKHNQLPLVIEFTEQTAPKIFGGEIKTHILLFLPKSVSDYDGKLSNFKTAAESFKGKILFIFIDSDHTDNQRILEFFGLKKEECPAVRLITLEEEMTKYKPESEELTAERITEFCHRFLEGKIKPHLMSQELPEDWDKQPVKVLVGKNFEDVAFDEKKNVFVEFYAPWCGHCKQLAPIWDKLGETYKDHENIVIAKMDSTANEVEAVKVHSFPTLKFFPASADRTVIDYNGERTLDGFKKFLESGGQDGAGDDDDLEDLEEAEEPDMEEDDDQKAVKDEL
Granule exo inh: lytic granule exocytosis inhibition; TALL-104 LAMP-1 surface exposure, flow cytometry; cells stimulated with thapsigargin and PMA; inhibition, % at 10 µM; 0.66% of 360,000 active; AID 651702;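 active means inhibition above about 55%, limit read from the data; inconclusive means no clear call, values can overlap the other calls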
Cardio protect: protects H9c2 cardiomyocytes from peroxide injury | H2O2 injury protection, ATPLite, 2 h | protection from H2O2 cell death, % at 20 µM | 0.63% of 360,000 active;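 active means compounds giving at least 50% protection of heart cells from peroxide-induced death in the single-dose screen, raw or plate-pattern-corrected value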;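 further: 0% = DMSO wells with peroxide and 100% = DMSO wells without peroxide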
Glyco luc inh: blocks N-linked glycosylation in D54 reporter cells. D54 ERlucT glycosylation luciferase reporter, 24 h; percent of 100 nM tunicamycin response. reporter increase, % at 12.5 µM. 0.23% of 360,000 active;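 active means mean luciferase reporter signal, scaled so untreated is 0 and the glycosylation-blocking control 100, at or above a set limit in every replicate; inconclusive means mean reaches the limit but not every replicate does; inactive means mean below the limit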;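 further: luciferase carries N-glycosylation sites so blocking glycosylation raises the light; 0% = median of neutral control wells and 100% = median of 100 nM tunicamycin wells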
m5-HT2A agonist: agonists of mouse serotonin 5-HT2A receptor (HTR2A). P35363. activation, % at 7.6 µM. CHO-K1 mHTR2A beta-arrestin complementation, luminescence; percent of 30 µM serotonin response. AID 624169. 0.66% of 360,000 active;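 active means activation above a run cutoff, the mean activation of all tested compounds plus 3 SD, cut at about 14% in these data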;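 further: 0% = plate median of compound wells and 100% = 30 µM serotonin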
Target sequence (P35363 whole entry, looked up): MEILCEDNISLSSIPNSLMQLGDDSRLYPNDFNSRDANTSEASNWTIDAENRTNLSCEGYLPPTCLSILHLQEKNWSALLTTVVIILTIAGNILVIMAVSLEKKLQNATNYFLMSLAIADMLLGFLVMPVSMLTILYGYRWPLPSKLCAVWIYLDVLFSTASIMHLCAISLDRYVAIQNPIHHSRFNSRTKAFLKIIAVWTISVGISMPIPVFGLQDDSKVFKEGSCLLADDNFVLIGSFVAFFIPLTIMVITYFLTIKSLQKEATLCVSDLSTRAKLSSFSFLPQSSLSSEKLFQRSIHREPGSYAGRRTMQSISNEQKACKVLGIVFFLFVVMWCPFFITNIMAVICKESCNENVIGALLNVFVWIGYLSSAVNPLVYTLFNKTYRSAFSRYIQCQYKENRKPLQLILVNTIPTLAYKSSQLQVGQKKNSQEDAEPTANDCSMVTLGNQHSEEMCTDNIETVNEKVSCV
ABHD5-PLIN5 inh: ABHD5-PLIN5 protein interaction inhibition; Split G. princeps luciferase complementation, luminescence, 4 h; Q00G26+Q8WTS1; inhibition, % at 4 µM; 0.78% of 360,000 active;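 active means inhibition above the mean inhibition across every tested compound plus 3 SD, cut at about 22% in these data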;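 further: 0% = DMSO only wells and the 100% control is not disclosed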
CaV13 ICDI inh: Disruptors of the CACNA1D IQ motif to Ca2+-dependent inactivation inhibitor domain association, primary screening, Förster resonance energy transfer in intact living …. AID 743397. HEK cells, CFP/YFP FRET ICDI-IQ, plate reader, 10 min; percent FRET-ratio fall versus neutral wells. inhibition, % at 12.3 µM. 0.098% of 340,000 active;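 active means mean replicate inhibition of at least 30% and at least 1% of replicates passing that level; inconclusive means only one of the two criteria is met; inactive means neither criterion is met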;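 further: 0% = median of the neutral control wells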
MC4R barr agon: activates human MC4R beta-arrestin recruitment; P32245; U2OS MC4R beta-arrestin complementation, luminescence; percent of melanotan II response, DMSO zero; activation, % at 8.9 µM; 0.98% of 360,000 active;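 active means activation above a per-plate cutoff, the mean activation of sample wells on that plate plus 3 SD, cut at about 8% in these data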
The depositor's hits bear a star; i = inactive; ? = inconclusive; / = no result given.

# | SMILES | MC4R antagonist | ABCB6 inh MLPCN | PDI turbidity | Granule exo inh | Cardio protect | Glyco luc inh | m5-HT2A agonist | ABHD5-PLIN5 inh | CaV13 ICDI inh | MC4R barr agon
1 | Cc1ccccc1NS(=O)(=O)c1cccc(C(=O)Nc2cccc(C(=O)O)c2)c1 | -7 | 100 | -54 | -5 | 4 | 4 | -3 | -4 | -2 | -1.1
2 | O=C(COc1ccccc1Cl)NC(=O)NC1CCCCC1 | 15 | 93 | 0 | 1 | 0 | 1 | -4 | -1 | -6 | 2.6
3 | O=C1CCC(=O)N1c1ccc(S(=O)(=O)N2CCCC2)cc1 | 9 | 85 | -2 | -3 | 1 | 1 | 2 | -2 | 2 | -0.1
4 | O=C(Cc1csc(Nc2nc(=S)[nH]c3ccccc23)n1)NCCCN1CCN(c2ccccc2F)CC1 | 9 | 77 | -5 | 84* | -12 | 3 | -2 | 5 | -10 | 0.5
5 | Cc1ccc2nc(NC(=O)C3CCN(S(=O)(=O)c4cccnc4)CC3)sc2c1 | 5 | 93 | -8 | 0 | 16 | -4 | -4 | 3 | -6 | -0.4
6 | CC(=O)c1sc(NC(=O)CSC(C)C(=O)Nc2cc(C)on2)nc1-c1ccccc1 (centres undefined) | -17 | 96 | -5 | 10 | 1 | 3 | 0 | 3 | -6 | -0.9
7 | C=CCN(CC=C)C(=O)c1ccc2nc(Cc3ccc(OC)c(OC)c3)oc2c1 | 14 | 93 | 4 | -5 | -13 | -2 | 5 | -3 | -19 | -1.0
8 | CCOC(=O)c1ccc(CSc2nnc(N)s2)cc1 | 1 | 96 | 17 | -1 | -8 | -1 | -1 | 2 | -6 | -1.1
9 | O=C(N/N=C/c1ccc(O)cc1)c1[nH]c2ccc(Br)cc2c1-c1ccccc1 | -20 | 102 | -1 | 1 | -1 | 0 | 4 | -7 | -5 | 6.7
10 | O=C(COC(=O)CCC1CCCC1)Nc1ccccc1Sc1ccccc1 | 1 | 103 | 10 | 0 | -2 | -3 | 4 | -2 | 1 | -1.4
11 | COc1ccc2ccccc2c1CNCc1ccc(C)cc1 | 4 | 98 | 0 | 16 | -4 | -2 | -8 | 2 | -2 | -0.1
12 | COc1ccccc1C(=O)Nc1cc(Cl)ccc1-n1cncn1 | 1 | 94 | -2 | -2 | 8 | / | 1 | 5 | -3 | -1.4
13 | CCOc1ccccc1NC(=O)C1CCC(CNc2c(N3CCCCC3)c(=O)c2=O)CC1 (centres undefined) | -12 | 97 | 4 | -3 | 0 | 2 | -1 | 2 | -4 | -2.1
14 | CN(CCC1CCOCC1)C(=O)CC1C(=O)NCCN1C/C=C/c1ccccc1 (centres undefined) | -2 | 97 | -6 | 0 | -3 | 1 | -2 | -4 | 2 | -4.1
15 | O=C(c1ccccc1)N1CCN(C(=O)c2ccccc2Br)CC1 | 5 | 105 | 0 | -7 | 2 | -5 | -1 | 0 | 9 | -0.8
16 | CCc1ccc(-n2nnnc2SCC(=O)Nc2ccc(NC(C)=O)cc2)cc1 | 2 | 100 | -4 | -4 | -5 | -4 | -4 | -12 | -2 | -1.6
17 | COc1ccc(C2CC(c3ccccc3)=NN2C(=O)CN2CCN(Cc3ccccc3)CC2)cc1 (centres undefined) | 2 | 98 | 0 | 0 | 11 | -5 | -1 | 5 | -5 | -0.5
18 | COc1ccc(S(=O)(=O)N2CCCCC2)cc1NC(=O)c1ccc(OC)c(OC)c1 | 3 | 99 | 5 | 6 | 0 | 0 | 15* | -8 | / | -2.8
19 | c1ccc(-c2csc(Nc3ccc4c(c3)OCCO4)n2)cc1 | -8 | 95 | ? | -2 | -12 | -12 | 1 | -6 | -5 | -0.9
20 | O=C1/C(=C\c2cc(Cl)c(O)c(Cl)c2)SC(=S)N1Cc1ccccc1 | 2 | i | -4 | -6 | -17 | -5 | 2 | 3 | -6 | -2.1

3 entries out of the list above, arranged by their value in MC4R barr agon, lowest first.
# | SMILES | MC4R barr agon
10 | O=C(COC(=O)CCC1CCCC1)Nc1ccccc1Sc1ccccc1 | -1.4
7 | C=CCN(CC=C)C(=O)c1ccc2nc(Cc3ccc(OC)c(OC)c3)oc2c1 | -1.0
2 | O=C(COc1ccccc1Cl)NC(=O)NC1CCCCC1 | 2.6

Remaining list, next part.
# | SMILES | MC4R antagonist | ABCB6 inh MLPCN | PDI turbidity | Granule exo inh | Cardio protect | Glyco luc inh | m5-HT2A agonist | ABHD5-PLIN5 inh | CaV13 ICDI inh | MC4R barr agon
21 | Cc1ccc(NC2CCCCC2NS(=O)(=O)c2ccc(Cl)cc2)cc1 (centres undefined) | 6 | 101 | 2 | 1 | -7 | 0 | 0 | 4 | -7 | 7.3
22 | COc1ccc(NC(=O)C(=O)NCC2CCCN2S(=O)(=O)c2cc(C)ccc2C)cc1 (centres undefined) | -8 | 96 | -4 | 8 | -5 | 6 | -1 | 5 | -6 | -5.3
23 | N#CCCN(C(=O)COC(=O)CCc1nc2ccccc2c(=O)[nH]1)c1ccc(F)cc1 | -6 | ? | -4 | -2 | 54* | 1 | 9 | 3 | -5 | 1.5
24 | O=C(CSc1nnc(Cc2ccccc2)n1Cc1ccccc1)NCc1ccco1 | 2 | 104 | -4 | -1 | 0 | -1 | -3 | 2 | -1 | 0.7
25 | NC(=O)C1CCN(C(=O)Cc2ccsc2)CC1 | 7 | 98 | -7 | 12 | -1 | 2 | 6 | -10 | -6 | -1.1
26 | CCOc1ccc(NC(=S)Nc2ccc(OCc3ccccc3)cc2)cc1 | 2 | 100 | -1 | -2 | -4 | 4 | 2 | -2 | -2 | 1.6
27 | CC1(OC(=O)C2CCCC2)C(=O)C=C2C=C(c3ccsc3)N(C3CC3)C=C2C1=O (centres undefined) | -7 | 94 | 0 | -4 | -2 | 0 | 15* | -23 | -5 | -0.9
28 | CCOC(=O)C1CCCN(C(=O)/C=C/c2ccccc2)CC1 (centres undefined) | -1 | 86 | -1 | -4 | -4 | 0 | 1 | 8 | -12 | 2.2
29 | CCOc1ncccc1C(=O)N(CC)CC(=O)Nc1ccc(NC(C)=O)cc1 | 1 | 98 | 3 | 4 | -4 | 1 | 2 | 5 | -3 | -1.3
30 | COc1ccc(C(=O)N2CCC(n3nnc4cc(F)ccc43)CC2)cc1OC | -1 | 95 | 5 | 1 | 6 | 0 | -5 | -2 | 0 | -0.9
31 | CCC(=O)Nc1c(C(=O)N2CCN(c3ccccn3)CC2)cnn1-c1ccc(Cl)cc1 | 5 | 102 | 8 | -4 | 4 | -2 | 2 | -1 | -9 | -1.5
32 | N#Cc1ccccc1OCCCNC1CCCC1 | 8 | 102 | 6 | -1 | 4 | -2 | -4 | -3 | -4 | -0.4
33 | O=C1C(C=Nc2ccccc2O)=C(O)c2ccccc21 | -7 | 98 | -2 | -4 | -13 | -8 | -4 | 4 | -8 | 3.9
34 | CCOC(=O)c1c(C)[nH]c(C)c1C(=O)COC(=O)c1ccccc1O | -9 | 103 | 0 | 0 | 1 | 5 | -8 | -2 | -8 | 1.5
35 | CC(Sc1ccccn1)C(=O)NC1CCCC1 (centres undefined) | 10 | 100 | 11 | -4 | 22 | 1 | -1 | 1 | -2 | -1.7
36 | COC(=O)c1sc(-c2ccccc2)cc1NC(C)=O | 1 | 103 | 9 | 0 | 6 | -2 | -1 | 1 | 7 | -0.9
37 | Cc1ccc(-c2nc(CSCC(=O)NCC3CCCO3)c(C)o2)cc1 (centres undefined) | 0 | 98 | 5 | 2 | -5 | 2 | -2 | -10 | -2 | -1.4
38 | CCc1ccc(C(=O)NNc2ccc(C)c(Cl)c2)cc1 | -1 | 100 | -6 | -2 | -16 | 0 | -4 | -5 | -18 | 3.8
39 | Cc1onc(-c2c(F)cccc2Cl)c1C(=O)OCC(=O)c1c[nH]c2ccccc12 | 20 | 107 | 5 | -2 | -5 | -6 | -4 | 1 | -3 | -1.0
40 | Cc1c(NC(=O)Nc2ccc(F)cc2)c(=O)n(-c2ccccc2)n1C | 8 | 98 | 3 | -6 | 4 | 1 | 0 | -2 | -4 | -2.5
41 | COc1cccc(OC)c1C(=O)NC(=S)Nc1ccc2oc(-c3ccncc3)nc2c1 | 23 | 155 | -4 | 0 | 3 | -3 | 1 | -10 | -5 | -1.2
42 | COC(=O)CSc1n[nH]c(-c2cccnc2)n1 | 7 | 100 | 1 | 1 | 6 | -1 | 7 | 5 | -7 | -0.6
43 | O=C(NCc1ccco1)c1cccc(F)c1 | 6 | 95 | 9 | -1 | -2 | -2 | 1 | 11 | -4 | 3.1
44 | COc1ccc(N2CC(C(=O)N/N=C/c3ccc([N+](=O)[O-])cc3)CC2=O)cc1 (centres undefined) | -9 | 102 | 1 | -1 | 2 | 0 | -4 | -2 | -16 | -1.3
45 | O=C(NNS(=O)(=O)c1ccc([N+](=O)[O-])cc1)c1ccc2ccccc2c1O | -5 | 96 | -8 | 12 | 3 | 2 | -9 | -11 | -3 | -4.5
46 | CC(C)CN(Cc1c(O)ccc2c(=O)c(-c3ccccc3)coc12)CC(C)C | 10 | 98 | 2 | -9 | 5 | 1 | 0 | -11 | -22 | 3.0
47 | O=C(/C=C/c1cccc([N+](=O)[O-])c1)NCCN1C(=O)S/C(=C\c2ccc(F)cc2)C1=O | -1 | 98 | 12 | 0 | -17 | 4 | 0 | 0 | -5 | 4.0
48 | Cc1noc(C)c1C(=O)Nc1ccc2ccccc2c1 | -2 | 85 | 10 | -20 | 3 | 2 | 0 | -4 | -6 | -1.5
49 | O=C(NCc1ccc(F)cc1)C1CCC(=O)N1CCc1ccccc1 (centres undefined) | 11 | 92 | -5 | -4 | 13 | -1 | 5 | 3 | -7 | 0.0
50 | COc1ccc(CNC(=O)COC(=O)/C=C/c2cccc(Br)c2)cc1 | 4 | 101 | -2 | -1 | 0 | 0 | -1 | -4 | 0 | 6.9
51 | NS(=O)(=O)c1ccc2nc(NC(=O)c3ccc4c(c3)OCCO4)sc2c1 | 6 | 93 | 3 | 1 | -5 | / | 7 | 4 | -3 | -0.6
52 | Cc1cc(NC(=O)Cc2cc(F)cc(F)c2)no1 | -1 | 100 | 2 | -7 | 2 | -1 | -1 | 2 | -4 | -1.9
53 | COc1ccccc1-n1cnnc1SCC(=O)NC1CCCC1 | -3 | 99 | 1 | 12 | 10 | -1 | 14 | 2 | -6 | -0.5
54 | Cc1ccc(C)c(-c2nnc(NC(=O)CCS(=O)(=O)c3ccc(F)cc3)o2)c1 | 8 | 104 | -7 | 7 | 25 | -6 | -6 | 5 | -6 | -3.6
55 | COc1ccc(-c2nnc(SCc3c(C)noc3C)n2N)cc1OC | -3 | 103 | 7 | -2 | -2 | 3 | -1 | -4 | -8 | -0.7
56 | CN(CC(=O)Nc1ccc(F)cc1)C(=O)COC(=O)c1cc(S(=O)(=O)N(C)C)ccc1N1CCCC1 | 17 | 102 | -1 | -5 | 1 | -1 | -4 | 3 | -7 | -3.1

Random draw from the library. Share with any hit: about 4.2%.
